Screening results (PubChem)
Rhodamine autofl = qHTS Assay for Spectroscopic Profiling in Rhodamine Spectral Region; Rhodamine-region fluorescence, 547/598 nm, Tris buffer; hits give high values; max dye-equivalent concentration, M; 0.05% of 59,000 active; in the data active = max dye-equivalent concentration above about 11 nM; inconclusive = between about 1.1 nM and that limit
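Intrinsic compound fluorescence, ex 547 / em 598 nm, CCD imager. Tris 100 mM pH 8.0; 15 min RT. Output = rhodamine dye-equivalent concentration at each compound concentration.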
Fluorescein autfl = qHTS Assay for Spectroscopic Profiling in Fluorescein Spectral Region. max fluorescein-equivalent concentration, M. AID 593, 2007. 0.91% of 59,000 active. Compound autofluorescence, 480/540 nm, fluorescein-equivalent; hits give high values; in the data active = max fluorescein-equivalent concentration above about 10 nM; inconclusive = between about 1.1 nM and that limit
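Each compound is tested across a concentration series in 100 mM Tris buffer at pH 8.0. After 15 min at room temperature, plates are imaged with 480 nm excitation and 540 nm emission filters, and intensities are converted to fluorescein-equivalent values.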
HEK293 cAMP cs = qHTS Assay for Agonists of the Thyroid Stimulating Hormone Receptor: Activators of Intracellular cAMP Concentrations in Parental HEK 293; parental HEK293 CNG cAMP sensor, membrane potential fluorescence; Potency, µM (doses to about 57.1 µM), without a hit: at the highest dose activation, hits mostly activators; 2.5% of 73,000 active; AID 938, 2007; note: potency is the fitted concentration of half-maximal effect; % of control where 0% means no effect; nearly all actives have a fitted effect of over 55% in size
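Parental HEK 293 cells stably expressing a modified CNG channel (no TSHR) report cAMP rise as membrane depolarization. Membrane potential dye with 100 uM RO 20-1724 was loaded for 60 min at room temperature, then compound added for 30 min; fluorescence read at 590 nm.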
ERK AVP inh = qHTS Assay for Inhibitors of the ERK Signaling Pathway using a Homogeneous Screening Assay. HEK293-V1b, vasopressin-stimulated pERK AlphaScreen. Potency, µM (series often up to 57.5 µM), without a hit: at the highest dose activity, negative = inhibition, most hits filed as inhibitors. 0.99% of 72,000 active. AID 995, 2007; note: potency is the fitted concentration of half-maximal effect; % is set by controls: 0 for no effect and ±100 for the full control effect; nearly all actives have a fitted effect of over 55% in size
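Overnight-seeded V1b-HEK293 cells in 1% FBS got compound, then vasopressin (25 nM final, 5 min, 37C), then lysis buffer. AlphaScreen detection of phospho-ERK; activity normalized to basal and full-stimulation controls.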
Tau filament bind = qHTS Assay for Tau Filament Binding; Microtubule-associated protein tau (Homo sapiens), P10636; recombinant tau filaments, thioflavin S fluorescence, 15 h; filaments grown with octadecylsulfate alongside compound; Potency, µM (doses to about 57.1 µM), for inactives: top-dose activity change, negative = inhibition; 2% of 71,000 active;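 note: potency is the fitted concentration of half-maximal effect; % is set by controls: 0 for no effect and ±100 for the full control effect; actives lower thioflavin S fluorescence by blocking filaments or displacing dye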
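His-tagged recombinant human tau (exons 2, 3, 10; 1 uM final) fibrillized with 30 uM sodium octadecylsulfate, 15 h at 37 C, in pH 7.4 HEPES buffer with 10 uM thioflavine S and 5 mM DTT. Reduced ThS fluorescence (450/510 nm) marks activity.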
Luciferase inh = qHTS Assay for Inhibitors of Firefly Luciferase; purified firefly luciferase, luminescence, 8 min; Luciferin 4-monooxygenase (Photinus pyralis), P08659; AID 411, 2009; Potency, µM (doses to about 57.1 µM), for the others: at the highest dose activity change, negative = inhibition, hits mostly inhibitors; 2.2% of 72,000 active; note: potency is the fitted concentration of half-maximal effect; % is set by controls: 0 for no effect and ±100 for the full control effect; nearly all actives have a fitted effect of over 40% in size
Target sequence (P08659 whole entry, looked up): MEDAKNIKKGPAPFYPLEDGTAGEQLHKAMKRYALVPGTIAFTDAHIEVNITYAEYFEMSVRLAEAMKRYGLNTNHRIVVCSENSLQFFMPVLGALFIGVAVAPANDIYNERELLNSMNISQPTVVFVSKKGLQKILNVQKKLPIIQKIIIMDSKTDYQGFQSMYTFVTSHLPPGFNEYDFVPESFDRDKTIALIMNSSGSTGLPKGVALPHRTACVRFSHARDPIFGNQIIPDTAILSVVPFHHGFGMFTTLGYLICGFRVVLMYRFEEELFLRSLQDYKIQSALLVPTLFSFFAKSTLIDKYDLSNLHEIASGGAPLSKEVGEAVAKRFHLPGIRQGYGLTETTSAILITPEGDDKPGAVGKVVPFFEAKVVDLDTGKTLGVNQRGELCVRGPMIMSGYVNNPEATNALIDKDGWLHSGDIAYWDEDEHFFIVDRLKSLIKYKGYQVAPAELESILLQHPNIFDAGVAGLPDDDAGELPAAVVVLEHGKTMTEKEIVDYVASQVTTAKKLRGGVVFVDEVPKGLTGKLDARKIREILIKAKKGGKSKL
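Titration-based qHTS; buffer 50 mM imidazole pH 7.2, 50 mM KCl, 7 mM MgCl2, 10 uM ATP, 0.01% Tween 20, 0.05% BSA; luciferase/luciferin detector mix added after compound; 8 min, ambient; luminescence.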
Texas Red fluor = qHTS Assay for Spectroscopic Profiling in Texas Red Spectral Region; AID 587, 2007; 0.06% of 59,000 active; max dye-equivalent concentration, M; Compound fluorescence, Texas Red channel, 547/618 nm; hits give high values; in the data active = max dye-equivalent concentration above about 10 nM; inconclusive = between about 1.1 nM and that limit
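Spectral interference profiling: each compound concentration's relative fluorescence, read with a 547 nm excitation and 618 nm emission filter pair, was normalized to a per-plate Texas Red standard curve.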
USP2a inh = qHTS Assay for Inhibitors of Ubiquitin-specific Protease USP2a | Potency, µM (titrated, usually from 38.3 µM), inactives show top-dose activity change, negative = inhibition, most hits filed as inhibitors | 0.1% of 60,000 active | USP2a enzymatic assay, qHTS inhibition | AID 927, 2007;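 note: potency is the fitted concentration of half-maximal effect; nearly all actives have a fitted effect of over 60% in size; plate controls were DMSO for no effect and NEM full inhibition control for full effect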
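Inhibition is measured in a cell-free coupled assay with 20 nM USP2 core, 20 nM Ub-PLA2 and 20 uM NBD C6-HPC, 2.5 h incubation. Activity normalized to NEM control.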
Caspase-7 inhib = qHTS Assay for Allosteric/Competitive Inhibitors of Caspase-7; P55210; 0.02% of 75,000 active; Potency, µM (doses to about 57.5 µM), for inactives: at the top dose activity change, negative = inhibition, hits mostly inhibitors; recombinant caspase-7, Ac-DEVD-AFC fluorescence rate; active = well fitted inhibition curve with a large enough effect in the main read-out, with a control signal flat, not every such curve was filed as active; inconclusive = small, poorly fitted or top-dose-only effect, or a change in a side signal; note: potency is the fitted concentration of half-maximal effect; % of control where 0% means no effect
Target sequence (P55210 24-198 limits assumed): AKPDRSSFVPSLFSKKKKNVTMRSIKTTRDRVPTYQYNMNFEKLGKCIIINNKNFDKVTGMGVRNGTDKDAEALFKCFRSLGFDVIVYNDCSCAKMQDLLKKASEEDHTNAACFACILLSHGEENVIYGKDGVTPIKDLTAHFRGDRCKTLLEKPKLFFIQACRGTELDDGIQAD
Target sequence (P55210 207-303 limits assumed): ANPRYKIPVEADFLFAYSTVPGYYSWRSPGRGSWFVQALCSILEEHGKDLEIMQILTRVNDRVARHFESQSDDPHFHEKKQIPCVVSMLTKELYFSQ
Casp1 inh = qHTS Assay for Allosteric/Competitive Inhibitors of Caspase-1; P29466; Caspase-1 enzyme, Ac-WEHD-AFC fluorogenic rate; Potency, µM (highest dose often 57.5 µM), for the others: top-dose activity change, negative = inhibition, usual class: inhibitors; 0.03% of 75,000 active;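 note: potency is the fitted concentration of half-maximal effect; plate controls were vehicle for no effect and no substrate for full effect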
HADH2 inh = qHTS Assay for Inhibitors of HADH2 (Hydroxyacyl-Coenzyme A Dehydrogenase, Type II); recombinant HADH2, NADH fluorescence, beta-hydroxybutyryl-CoA; Potency, µM (highest dose often 57.1 µM), for the others: at the highest dose activity change, negative = inhibition, most hits filed as inhibitors; 3.4% of 73,000 active; note: potency is the fitted concentration of half-maximal effect; % is set by controls: 0 for no effect and ±100 for the full control effect; nearly all actives have a fitted effect of over 60% in size; many of its hits are not listed in these tables
Target sequence (Q99714 whole entry, looked up, one chain of several): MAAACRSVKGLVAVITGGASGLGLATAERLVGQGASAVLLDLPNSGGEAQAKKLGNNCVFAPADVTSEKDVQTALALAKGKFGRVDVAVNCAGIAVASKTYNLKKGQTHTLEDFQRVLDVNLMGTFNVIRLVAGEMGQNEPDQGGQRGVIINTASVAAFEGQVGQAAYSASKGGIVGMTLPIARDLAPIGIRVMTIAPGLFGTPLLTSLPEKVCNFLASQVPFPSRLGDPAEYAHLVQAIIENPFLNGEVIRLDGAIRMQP
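Activity measured as NADH fluorescence gain (360/450 nm), taken as the change between first and last reads of a 4-min kinetic run. Conditions: pH 9.0 Tris buffer, 20 nM E. coli-expressed His-tagged enzyme, 1 mM NAD+, 90 uM beta-hydroxybutyryl-CoA; 15-min compound preincubation.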
The depositor's hits bear a star; i = inactive; ? = inconclusive; . = no result given; ! = a repeat was not active; [ ] = remark or other dose. Unless noted, calls come from the whole dose curve; as a rule, active = well fitted curve in the direction sought with a large enough effect; inconclusive = small, poorly fitted or top-dose-only effect, or another doubt; inactive = no such curve, though single readings can be large; an effect the other way counts as inactive or inconclusive. Not all compounds are listed; count on the stated rates, not on these rows.

SMILES	Rhodamine autofl	Fluorescein autfl	HEK293 cAMP cs	ERK AVP inh	Tau filament bind	Luciferase inh	Texas Red fluor	USP2a inh	Caspase-7 inhib	Casp1 inh	HADH2 inh
CCOC(=O)c1[nH]c2ccc(OC)cc2c1N=CN(C)C	i	i	14%	-15%	-6%	-2%	i	1%	-6%	-2%	-24%
CCN(CC)CCCn1c(=S)[nH]c2cc(Cl)ccc2c1=O	i	i	26%	-16%	-5%	2%	i	4%	-1%	-2%	3%
O=c1[nH]c(NCCO)nc2c1C1(CCCCC1)Cc1ccccc1-2	i	i	7%	-18%	?	1%	i	10%	-8%	-3%	?
COc1ccc(-c2noc(CCCC(=O)O)n2)cc1	i	i	1%	7%	-2%	-14%	i	1%	-2%	-4%	-5%
COc1ccc(NC(=O)C2CCCCN2CC(=O)OCc2ccccc2)cc1OC (configuration not stated)	i	i	27%	-19%	0%	-1%	i	3%	1%	-1%	5%
CC1=C(Sc2nc3ccccc3[nH]2)C(=O)NC(C)(C)C1	i	i	7%	-2%	2%	-4%	i	-6%	1%	2%	-2%
Nc1cccc(-c2nc3ccccc3[nH]2)c1	.	.	10%	-3%	-2%	13µM*	.	1%	-3%	-5%	16µM*
COC(=O)N1[C@H](C)C=C[C@]1(Cc1ccccc1)C(=O)NCCCNc1ncc(C(F)(F)F)cc1Cl	.	.	?	-26%	72%	.	.	.	-5%	-3%	-12%
COc1cc(Br)cc2cc(C(=O)N3CCCCC3C)c(=O)oc12 (configuration not stated)	i	i	9%	-17%	-22%	1%	i	10%	2%	-1%	-22%
COC(=O)c1ccc(Cn2cnc3c(cnn3-c3ccc(C)c(C)c3)c2=O)o1	i	i	3.2µM*	?	7%	3%	i	37%[activator]	-5%	-2%	?
O=C(Cn1nc(-c2cccc(Cl)c2)ccc1=O)Nc1cccnc1	i	i	-1%	-20%	-18%	4%	i	-14%	-2%	1%	1%
O=C(CN(c1ccc2c(c1)OCCO2)S(=O)(=O)c1ccccc1)NCC1CCCO1 (configuration not stated)	i	?	6%	-9%	8%	1%	i	-5%	0%	1%	21%
COC(=O)c1ccc(-c2n[nH]c(=O)c3ccccc23)cc1	i	?	-8%	?	-1%	0%	i	.	2%	1%	-5%
CCOC(=O)C1=C(CN2CCC(C)CC2)NC(=O)NC1c1ccc(Cl)cc1 (configuration not stated)	i	i	24%	7%	16µM*	2%	i	17%	1%	-2%	11%
c1ccc(-n2cnnc2SCc2nc3ccccc3s2)cc1	i	i	-1%	2%	-15%	-13%	i	22%	-4%	-3%	-5%
COc1ccc(N=C2C(=O)Nc3c(C)cccc32)cc1	i	i	-24%	1%	6%	-4%	i	-15%	1%	1%	-9%
CC(C)(C)NC(=O)COC(=O)c1snc(C(=O)NC2CCCCC2)c1N	i	?	?	-8%	-10%	-2%	i	11%	-3%	-2%	-13%
O=C(CCn1c(=O)[nH]c2ccsc2c1=O)N1CCc2ccccc2C1	i	i	2%	-20%	12%	4%	i	-4%	0%	0%	-1%
CCN1CCN(C(c2ccccc2OC)c2nnnn2C2CCCCC2)CC1 (configuration not stated)	i	?	20%	-4%	0%	1%	i	.	1%	-2%	5%
O=c1[nH]c2ccc(S(=O)(=O)N3CCCCC3)cc2[nH]1	i	i	10%	-25%	2%	6%	i	-4%	1%	0%	-4%
O=S(=O)(c1ccc2c(c1)OCCO2)N1CCC(c2nc3ccccc3s2)CC1	i	?	29%	-13%	8%	-1%	i	6%	-2%	-1%	-3%
CN(C)c1ccc(NC(=O)c2ccc(COc3cccc(Cl)c3)o2)cc1	i	i	0%	?	7.9µM*	?	i	-4%	-4%	-7%	-14%
O=C(NC1CCCC1)C(c1ccc(N2CCOCC2)cc1)N(Cc1ccco1)C(=O)c1ccco1 (configuration not stated)	i	i	9%	2%	-6%	2%	?	.	1%	-2%	6%
CC1Cc2nc(SCC(=O)Nc3ccc(F)cc3F)n(C)c(=O)c2S1 (configuration not stated)	i	i	26%	-7%	4%	-2%	i	3%	1%	-2%	-12%
O=C(O)c1nn(-c2ccc(Cl)cc2)c2c1C(=O)c1ccccc1C2=O	i	i	-23%[11.4 µM]	-11%[11.5 µM]	?	3%[11.4 µM]	i	.	-3%[11.5 µM]	0%[11.5 µM]	4%[11.4 µM]

Single entries from above:
For Tau filament bind, `O=C(CN(c1ccc2c(c1)OCCO2)S(=O)(=O)c1ccccc1)NCC1CCCO1` (configuration not stated) reads 8%
For Tau filament bind, `COc1ccc(N=C2C(=O)Nc3c(C)cccc32)cc1` reads 6%

The main list resumes; the 2 compounds before the break are reprinted first.
SMILES	Rhodamine autofl	Fluorescein autfl	HEK293 cAMP cs	ERK AVP inh	Tau filament bind	Luciferase inh	Texas Red fluor	USP2a inh	Caspase-7 inhib	Casp1 inh	HADH2 inh
CC1Cc2nc(SCC(=O)Nc3ccc(F)cc3F)n(C)c(=O)c2S1 (configuration not stated)	i	i	26%	-7%	4%	-2%	i	3%	1%	-2%	-12%
O=C(O)c1nn(-c2ccc(Cl)cc2)c2c1C(=O)c1ccccc1C2=O	i	i	-23%[11.4 µM]	-11%[11.5 µM]	?	3%[11.4 µM]	i	.	-3%[11.5 µM]	0%[11.5 µM]	4%[11.4 µM]
CCc1ccc(NC(=O)C2CCN(S(C)(=O)=O)CC2)cc1	i	?	?	-8%	2%	1%	i	4%	-5%	-2%	14%
O=C(NCC(=O)N(c1cccnc1)C(C(=O)NC1CCCC1)c1ccco1)c1cccs1 (configuration not stated)	i	i	?	-10%	2%	4%	i	3%	-1%	1%	12%
Cc1cc(N2CCN(c3ccccc3)CC2)n2nnnc2n1	i	?	2%	9%	-13%	0%	i	-3%	-1%	0%	4%
CCCCCCN(C(=O)CCCCCN1C(=O)NC(c2ccc(C3CCCCC3)cc2)C(C(=O)OCc2ccccc2)=C1C)C(C(=O)NCCCC)c1ccc(OCC(=O)OC)c(C(=O)OC)c1 (configuration not stated)	.	.	14%	2%	-3%	.	.	.	3%	-1%	5%
CCN1C(=O)N(C)C(N(O)C(=O)NC)C1(C)C (configuration not stated)	i	i	4%	-5%	-4%	2%	i	5%	0%	0%	-4%
O=C(C1CCCN(S(=O)(=O)c2cccs2)C1)N1CCN(C2CCCCC2)CC1 (configuration not stated)	i	i	3%	-24%	-5%	4%	i	14%	-2%	1%	0%
CC(=O)c1cccc(NC(=O)N2CCN(S(C)(=O)=O)CC2)c1	i	i	3%	-13%	-6%	2%	i	-2%	0%	-1%	8%
C=C(C)c1cccc(C(C)(C)NC(=O)NCCCn2ccnc2)c1	i	?	18%	10%	-12%	2%	?	2%	5%	0%	2%
CCCc1cc(=O)n2[nH]c(-c3ccccc3)cc2n1	i	i	3%	31%	0%	-15%	i	2%	-2%	1%	25%
CC(=O)Nc1cc(OC(=O)c2ccco2)cc(OC(=O)c2ccco2)c1	.	.	?	12%	5%	-1%	.	-1%	0%	-3%	2%
Brc1ccc2ncnc(NCc3ccco3)c2c1	.	.	?	?	-29%	1%	.	8%	0%	2%	-3%
COC(=O)c1ccc(NC(=O)COc2ccc(S(=O)(=O)NC(C)C)cc2)cc1	i	i	-2%	-17%	51%	-1%	i	2%	1%	-3%	-9%
NS(=O)(=O)c1ccc(NC(=O)CN2CCN(Cc3ccccc3)CC2)cc1	i	?	-9%	-17%	1%	2%	i	2%	0%	0%	21%
N[C@H](Cc1cc(I)c(Oc2cc(I)c(O)c(I)c2)c(I)c1)C(=O)O	i	i	7%[25.6 µM]	-5%[25.7 µM]	-19%[25.6 µM]	2%[25.5 µM]	?	22%[17.1 µM]	-4%[25.7 µM]	-6%[25.7 µM]	?
O=S(=O)(c1ccc(S(=O)(=O)N2CCN(C3CCCCC3)CC2)cc1)N1CCCCCC1	i	i	-4%	-12%	-10%	0%	i	2%	-1%	-1%	8%
COC(=O)C1=C(C)NC(=O)NC1/C=C/c1ccccc1 (configuration not stated)	i	?	3%	-11%	11%	0%	?	-14%	1%	0%	5%
NC(N)=NCCCCN=C(N)N	i	?	-4%	6%	32µM*!	1%	i	-8%	1%	2%	-2%
CCc1n[nH]c2c1C(=O)CC(C)(C)C2	i	?	12%	2%	2%	0%	i	-3%	0%	2%	?
CC(C)=CCC/C(C)=C/CO/N=C1/C[C@@H](O)[C@@H](O)[C@@H]2[C@@H]3C(=O)N(c4cccc(Oc5ccccc5)c4)C(=O)[C@H]3CC[C@H]12	.	.	3%[11.4 µM]	-3%[11.5 µM]	.	1%[11.4 µM]	.	.	-1%[11.5 µM]	-2%[11.5 µM]	13%[11.4 µM]
